Screening results as filed in PubChem BioAssay.
Salmonella PhoP GFP = Inhibition of PhoP regulon, Salmonella typhi GFP reporter cells, confirmation, 4 h (AID 1850) | 0.33% of 310,000 active | inhibition, % at 50 µM; hits with a dose series show IC50 in µM | Salmonella Typhi PhoP-promoter GFP reporter, fluorescence, 4 h; higher % means a stronger effect; in the data active = a potency from the dose series; inconclusive = inhibition mostly from about 25% at the one dose, without a potency; inactive = the rest, 99 in 100 with inhibition below about 19%;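 note: 0% = induced wells with vehicle and 100% = uninduced wells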
H1N1 NS1A inhibition = H1N1 influenza NS1A inhibitors, functional cell based assay (AID 504329); NS1A functional cell-based assay, percent inhibition; higher % means a stronger effect; inhibition, % at 12.5 µM; hits with a dose series show IC50 in µM; 0.3% of 340,000 active; in the data active = a potency from the dose series; inconclusive = inhibition above about 27% without an active follow-up result; note: strong numbers were not always called active
VEEV TC-83 Vero = inhibitors of VEEV TC-83 cytopathic effect, confirmation, Vero cells (AID 588727); Vero cells, VEEV TC-83 cytopathic effect inhibition; higher % means a stronger effect; one-dose inhibition, % at 20 µM; IC50 in µM for titrated hits; 0.13% of 350,000 active; in the data active = a potency from the dose series; inconclusive = inhibition mostly from about 14% at the one dose, without a potency; inactive = the rest, 99 in 100 with inhibition below about 12%; note: strong numbers were not always called active
M. tuberculosis HTS = M. tuberculosis growth inhibition, HTS (AID 449762) | M. tuberculosis H37Rv growth inhibition, 7H9 media; higher % means a stronger effect | 0.59% of 330,000 active | one-dose inhibition, % at 25 µM; IC50 in µM for titrated hits; in the data active = a potency from the dose series; inconclusive = inhibition above about 70% without an active follow-up result;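 note: bacterial growth assessed after seven days of incubation; strong numbers were not always called active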
M. tuberculosis = growth inhibition of non-replicating M. tuberculosis (AID 488890); Mycobacterium tuberculosis non-replicating, growth inhibition; higher % means a stronger effect; 0.39% of 320,000 active; inhibition, % at 25 µM; hits with a dose series show IC50 in µM; in the data active = a potency from the dose series; inconclusive = inhibition mostly from about 82% at the one dose, without a potency; inactive = the rest, 99 in 100 with inhibition below about 76%;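 note: plate controls were DMSO cells for no effect and high antibiotic wells for full effect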
VEEV TC-83 Vero 10K pilot screen = also measured in VEEV TC-83 Vero; calls as there; inhibition, %; measured here: 10K pilot screen inhibition
The depositor's hits bear a star; i = inactive; ? = inconclusive; · = no result given.

SMILES | Salmonella PhoP GFP | H1N1 NS1A inhibition | VEEV TC-83 Vero | M. tuberculosis HTS | M. tuberculosis | others
COC(=O)c1ccc(C2c3c(oc4ccc(F)cc4c3=O)C(=O)N2CCO)cc1 (stereo unspecified) | -5% | -1% | 1.2% | -6% | -16%
COc1cc(OC)c(N2CC(C(=O)Nc3cccc(C(=O)NC4CC4)c3)CC2=O)cc1Cl (stereo unspecified) | · | 7% | 7.0% | · | ·
CS(=O)(=O)N1CCc2nc(-c3ccccc3)sc2C1 | -5% | 4% | 1.6% | -6% | 1%
CC(=O)N1CC2(CC(=O)OC(C)C)CN(C(C)=O)CC(CC(=O)OC(C)C)(C1)C2=O | · | -6% | 4.8% | · | ·
CC(=O)c1cccc(CN2CCc3ccc(NC(=O)C4CCCO4)cc3C2)c1 (stereo unspecified) | -10% | -5% | 1.0% | -6% | -1%
CC(C)c1onc(C(=O)NCc2ccc(F)cc2)c1[N+](=O)[O-] | -2% | -1% | i | 5% | 35%
O=C(N/N=C/C=C\c1ccccc1[N+](=O)[O-])c1ccco1 | 3% | 3% | 0.9% | -3% | 31%
COC1C(O)C(O)C(O)C(O)C1O (stereo unspecified) | · | 0% | 1.7% | · | ·
O=C(CSc1nnc(-c2ccccc2)n1Cc1ccco1)Nc1ccc(S(=O)(=O)N2CCCC2)cc1 | -4% | 26% | 2.9% | -4% | 28%
CCCc1ncc(CN2CCC(C(=O)Nc3cccc(-c4cscn4)c3)CC2)cn1 | 8% | 4% | 2.1% | 2% | 16%
Cc1cccc(NC(=S)NNC(=O)c2csc3c2CCCC3)c1 | -12% | 4% | 1.2% | 11% | 17%
O=S1(=O)CCOC[C@H](Cc2ccccc2)N1Cc1cccc(Cl)c1 | 1% | -20% | 4.2% | 6% | 2%
COc1cc(C2/C(=C(\O)c3ccc4c(c3)CC(C)O4)C(=O)C(=O)N2CCCn2ccnc2)cc(OC)c1OC (stereo unspecified) | 0% | 5% | 1.6% | 4% | 9%
CCOC(=O)c1c(C)[nH]c(C(=O)/C(C#N)=C/c2ccc(OC)c(OC)c2)c1C | 1% | 12% | 0.0% | 6% | -28%
c1ccc(-c2csc(-c3ccc(-c4csnn4)cc3)n2)cc1 | 5% | 12% | 0.2% | -4% | 36%

Brought forward from above: 4 entries, followed by the next part.
SMILES | Salmonella PhoP GFP | H1N1 NS1A inhibition | VEEV TC-83 Vero | M. tuberculosis HTS | M. tuberculosis | others
O=S1(=O)CCOC[C@H](Cc2ccccc2)N1Cc1cccc(Cl)c1 | 1% | -20% | 4.2% | 6% | 2%
COc1cc(C2/C(=C(\O)c3ccc4c(c3)CC(C)O4)C(=O)C(=O)N2CCCn2ccnc2)cc(OC)c1OC (stereo unspecified) | 0% | 5% | 1.6% | 4% | 9%
CCOC(=O)c1c(C)[nH]c(C(=O)/C(C#N)=C/c2ccc(OC)c(OC)c2)c1C | 1% | 12% | 0.0% | 6% | -28%
c1ccc(-c2csc(-c3ccc(-c4csnn4)cc3)n2)cc1 | 5% | 12% | 0.2% | -4% | 36%
CCOC(=O)c1cnc2c(C(F)(F)F)cccc2c1NCCCN1CCOCC1 | 4% | 19% | 4.8% | 0% | 12%
CC(C)(C)NC(=O)/C=C/c1cccc(C(F)(F)F)c1 | 0% | 3% | 0.6% | 4% | 3%
Cc1cc(N2C(=O)CC(N3CCN(C(c4ccccc4)c4ccccc4)CC3)C2=O)no1 (stereo unspecified) | 7% | -11% | 0.8% | -2% | 0%
Cc1ccc(NC(=O)Nc2ccc(C(=O)N3CCOCC3)cc2)cc1 | 8% | -1% | 4.0% | 10% | 4%
O=C(N/N=C/c1cccc2ccccc12)c1n[nH]c2c1CCCC2 | 4% | -12% | 1.0% | 12% | 7%
COc1cccc(Nc2ncnc3sccc23)c1 | -11% | 13% | 0.4% | 9% | 10%
CCC1Oc2ccc(C)cc2N(CC(=O)NCc2ccco2)C1=O (stereo unspecified) | -23% | 0% | 0.8% | 14% | 7%
CC(C)CC(=O)Nc1c2c(nn1-c1cccc(Cl)c1)CS(=O)(=O)C2 | -7% | 7% | 0.2% | -9% | -12%
O=C(COc1ccc([N+](=O)[O-])cc1)Nc1ccncc1 | -4% | -7% | 0.6% | 4% | 18%
C=CCNC(=O)COc1ccccc1C#N | -4% | -8% | 0.4% | -4% | -1%
Cc1ccc(NC(=O)C2CCCN2S(=O)(=O)c2ccc(-c3ccc(=O)[nH]n3)s2)c(C)c1 (stereo unspecified) | 4% | 1% | 1.6% | -4% | 14%
Cc1ccc(/C=N/n2c(C)nnc2C)s1 | 1% | 3% | 1.0% | -2% | 2%
O=C(NC1CC2CCCC(C1)N2S(=O)(=O)c1ccccc1)c1ccco1 (stereo unspecified) | 0% | 12% | 0.4% | -6% | -3%
Cc1nnc(SCC(=O)Nc2ccc(OC(F)F)c(Cl)c2)n(N)c1=O | · | -4% | 4.3% | -5% | 11%
CN(C)S(=O)(=O)n1cc(/C=C(\NC(=O)c2ccccc2F)C(=O)NCCCn2ccnc2)c2ccccc21 | · | -8% | 3.8% | · | ·
CCN(CC)C(=O)[C@H]1C[C@H](CC(=O)NCCC2=CCCCC2)C(=O)N2CCc3c([nH]c4ccc(Cl)cc34)[C@]12C | · | 7% | 0.9% | · | ·
Clc1cccc(Cl)c1C1Nc2cccc3cccc(c23)N1 | -5% | 5% | 0.6% | 14% | 77%
c1cn(C23CC4CC(CC(C4)C2)C3)cn1 | -57% | -13% | 0.7% | -10% | 72%
O=C(/C=N/O)Nc1ccc(F)cc1 | 5% | 8% | i | -1% | 15%
C=CCC[C@H](Cc1ccc(F)cc1)C(=O)OC[C@H](Cc1c[nH]c2ccccc12)NC(=O)[C@H](CC=C)CC(=O)N[C@H](CO)Cc1ccccc1 | · | -8% | 0.5% | 0% | 7%
O=C1NC(=O)C(CCc2ccncc2)(c2ccccc2)C(=O)N1 | -13% | 11% | 0.1% | 3% | 4%
CCOC(=O)C1=C(c2ccc(O)cc2)NC(=O)NC1C (stereo unspecified) | 3% | · | 3.6% | -1% | -11%
CC1CCCN(C(=O)C2CCN(S(=O)(=O)c3cccc4cccnc34)CC2)C1 (stereo unspecified) | -3% | -1% | 5.6% | -5% | ·
O=C(Cc1ccccc1)NS(=O)(=O)c1ccc(N=NN2CCOCC2)cc1 | -8% | -13% | 0.1% | 2% | 9%
NC(=O)CN1CCOCCOCCN(CC(N)=O)CCOCCOCC1 | 1% | 21% | 0.6% | -5% | -9%
Cc1ccc(S(=O)(=O)NC2c3cccc4cccc(c34)C2Sc2n[nH]c(N)n2)cc1 (stereo unspecified) | -6% | 4% | 9.7% | 5% | 26%
CS(=O)(=O)c1ccc(Cl)c(NC(=O)CSc2nncn2-c2ccccc2)c1 | 3% | 11% | 11% | 0% | -1%
CCCNC(=O)COc1coc(CN2CCN(C(=O)c3ccco3)CC2)cc1=O | 3% | -9% | i | -1% | -7%
COc1ccc(/C=N/NC(=O)CN(C2=NS(=O)(=O)c3ccccc32)c2ccccc2)cc1OC | -7% | -4% | 0.8% | 5% | -1%
CC(Sc1nnc(-c2ccc(Cl)cc2Cl)n1Cc1ccccc1)C(=O)Nc1nccs1 (stereo unspecified) | 0% | 0% | 4.2% | 0% | 54%
COC(=O)Cc1cc(=O)n(-c2nc3ccccc3s2)[nH]1 | -15% | 7% | 0.2% | -5% | -17%
O=C(CSc1cn[nH]n1)Nc1ccccc1C(=O)O | -5% | -16% | 1.6% | 5% | 1%
COc1ccc(NC(=O)CC2C(=O)N(c3ccc(OC)cc3)C(=O)N2CCN2CCN(C)CC2)cc1 (stereo unspecified) | -8% | 4% | 4.2% | -6% | -3% | VEEV TC-83 Vero 10K pilot screen=3.9
NS(=O)(=O)c1ccc(NC(=O)COc2ccc(C(=O)c3ccc(F)cc3)cc2)cc1 | -2% | -4% | i | 0% | 41%
O=C(Cn1ncc2c3ccccc3n(Cc3ccccc3)c2c1=O)NCCN1CCOCC1 | 5% | -4% | i | -2% | 0%
O=c1/c(=C/c2ccc(O)cc2)sc2nc3cc(Br)cnc3n12 | -6% | · | · | 3% | -9%
Cc1cc2nc(SCCOC(=O)Nc3cccc(Cl)c3)nc(C)c2cc1C | 7% | -9% | 3.4% | ? | 44%
Cc1ccc(S(=O)(=O)N(Cc2ccccc2Cl)C(=O)N2CCN(C)CC2)cc1 | -5% | -3% | 0.4% | -9% | -3%
CCNc1nc(NCC)n2c(SC(C(=O)Nc3cc(C)ccc3C)c3ccccc3)nnc2n1 (stereo unspecified) | 2% | 6% | 4.0% | 96% | 17%
CC(=O)Nc1ccc(S(=O)(=O)Nc2nc3ccccc3nc2Nc2ccc3ccccc3c2)cc1 | -6% | -11% | 1.1% | -3% | 14%
COc1cccc(C(=O)O/N=C(\N)c2ccccn2)c1OC | -18% | -11% | 0.8% | 15% | -18%
CC(=O)Nc1nc2cc(C(N)=O)ccc2s1 | · | -18% | 0.7% | -1% | 2%
Cc1ccc(-c2csc3ncnc(NCCN4CCOCC4)c23)cc1 | 4% | 4% | 7.0% | -3% | 3%
CCOC(=O)N1CCN(C(=O)CC(C(=O)N2CCc3ccccc32)n2ccnc2)CC1 (stereo unspecified) | 1% | 15% | 2.3% | 6% | -1%
O=C1OCCC1Sc1nnc(-c2ccc(O)cc2)o1 (stereo unspecified) | -5% | -1% | 0.5% | -1% | 0% | VEEV TC-83 Vero 10K pilot screen=0.6
O=[N+]([O-])c1cccnc1N1CCN(c2ccccc2F)CC1 | 6% | 6% | 2.9% | 8% | 12%
CCCC(=O)Nc1cc(C)c(NC(=O)C23CC4CC(CC(C4)C2)C3)cn1 | -11% | 3% | 0.4% | -11% | ·
COc1cccc(OCC(=O)NNC(=O)Cc2cccs2)c1 | 0% | -10% | 1.3% | -8% | -13%
COc1cc(/C=C2/NC(=O)N(c3cccc(Cl)c3)C2=O)ccc1O | -7% | 0% | i | 4% | -24% | VEEV TC-83 Vero 10K pilot screen=0.0
Cc1ccc(S(=O)(=O)CCC(=O)OCC(=O)N2c3ccccc3CC2C)cc1 (stereo unspecified) | -3% | 0% | 1.9% | -1% | 17%
NC(=O)CNC(=O)[C@@H]1CC2(CC(c3cccc(Br)c3)=NO2)CN1C(=O)c1ccc(Br)cc1 (stereo partly specified) | -8% | -7% | 5.2% | 2% | 10%
CSc1ccc(/C=C/c2cc(=O)c3ccccc3[nH]2)cc1 | -7% | -9% | 1.1% | 9% | 70%
COc1ccc(N2CCN(C(=O)CCCn3nnnc3CN3CCOCC3)C(C)C2)cc1 (stereo unspecified) | 8% | -2% | i | -2% | 1%
CC1(C)C=C(c2ccc(C=O)s2)CC(C)(C)N1C=O | -1% | 8% | 3.0% | -8% | -22%
CC1CCCN(C(=O)COC(=O)CNC(=O)c2ccc(Br)cc2)C1 (stereo unspecified) | -2% | -13% | i | -3% | -4%
CCn1c2ccccc2c2cc(NC(=O)C(=O)NCC3CCCO3)ccc21 (stereo unspecified) | 5% | 5% | 6.2% | 5% | 13%
O=C(Cc1c[nH]c2ccccc12)N/N=C/c1ccc(F)cc1 | -3% | 3% | 0.4% | 1% | -3%
O=C(c1cc(-c2ccccc2Cl)nc2ccccc12)N1CCOCC1 | -1% | -9% | 7.8% | -9% | 8%
COC(=O)c1[nH]c2cccc(C)c2c1NC(=O)CN1CCN(c2ccccc2OC)CC1 | -4% | -5% | 7.9% | -7% | 15%
CC(=O)Nc1ccc(S(=O)(=O)N2CCSC2c2ccc(C)cc2)cc1 (stereo unspecified) | 12% | 11% | i | -5% | 21%
Further compounds
SMILES | Salmonella PhoP GFP | H1N1 NS1A inhibition | VEEV TC-83 Vero | M. tuberculosis HTS | M. tuberculosis | others
CCCN1C(=O)/C(=C2\SC(N3CCCCC3)=NC2=O)c2ccccc21 | -2% | 28µM* | 3.7% | -4% | 23%
CNC(=O)COC(=O)c1ccc(Cl)c(S(N)(=O)=O)c1 | -7% | -5% | 0.9% | -4% | -12%
O=C(COc1ccccc1)N1CCN(c2ccccc2)CC1 | -4% | -10% | 1.9% | 6% | 79%
CCOC(=O)C1(Cc2ccccc2C(F)(F)F)CCN(C2CCN(C(C)=O)CC2)CC1 | 6% | -7% | 0.9% | -1% | -1%
O=C(C1CCN(c2nnc(-n3cccc3)s2)CC1)N1CCCCC1 | -1% | 0% | 0.3% | ? | 59%

3 entries from above, sorted by length of the SMILES, rising.
SMILES | Salmonella PhoP GFP | H1N1 NS1A inhibition | VEEV TC-83 Vero | M. tuberculosis HTS | M. tuberculosis | others
O=C(COc1ccccc1)N1CCN(c2ccccc2)CC1 | -4% | -10% | 1.9% | 6% | 79%
CNC(=O)COC(=O)c1ccc(Cl)c(S(N)(=O)=O)c1 | -7% | -5% | 0.9% | -4% | -12%
CCOC(=O)C1(Cc2ccccc2C(F)(F)F)CCN(C2CCN(C(C)=O)CC2)CC1 | 6% | -7% | 0.9% | -1% | -1%

Hits appear at their usual frequency, and some 1.6% of all compounds hit somewhere here.
